From PubChem BioAssay
RGS4 inh: inhibitors of human RGS4. HEK293 M3R/RGS4 inducible, Fluo-4 calcium flux; hits give high values; triggered by carbachol at its EC20. actives 0.45% (n = 310,000). B-score at 10 µM. P49798;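 active = B-score, a plate-corrected calcium signal, over three deviations above library mean, with baseline fluorescence within five deviations of library mean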;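 note: RGS4 expression induced by doxycycline in cells with stable M3 receptor; B-score is computed from the integrated fluorescence ratio over baseline after carbachol; higher B-score means a larger calcium signal and so more RGS4 inhibition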
Target sequence (P49798 whole entry, looked up): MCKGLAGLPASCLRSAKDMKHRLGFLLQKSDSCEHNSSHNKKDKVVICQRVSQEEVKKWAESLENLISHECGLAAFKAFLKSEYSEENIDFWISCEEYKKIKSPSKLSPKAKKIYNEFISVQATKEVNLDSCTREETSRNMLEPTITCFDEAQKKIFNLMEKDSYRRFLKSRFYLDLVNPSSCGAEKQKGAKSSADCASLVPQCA
KCNQ1 act: human KCNQ1 channel potentiation or activation. CHO-K1 KCNQ1, thallium flux FluxOR fluorescence; hits give high values. B-score at 10 µM. actives 0.35% (n = 310,000). AID 2648;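 active = fluorescence ratio B-score, a plate-corrected score, at least three library SD, with initial intensity B-score within 5 SD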
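Test system: CHO-K1 cells stably expressing KCNQ1 / Medium: assay buffer / Also added: depolarizing K+/Tl+ stimulus, K2SO4 and Tl2SO4 each 12.5 mM in 5x stock / Incubation: 90 min dye loading and 20 min compound exposure, both at room temperature / Signal: thallium influx via FluxOR fluorescence, kinetic imaging / Evaluation: B score of baseline-normalized fluorescence ratio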
KCNQ1 inh: inhibitors of human KCNQ1 potassium channel. P51787. CHO-K1 KCNQ1, FluxOR thallium flux fluorescence; hits give high values. B-score at 10 µM. actives 1.3% (n = 310,000). AID 2642;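 active = compounds whose thallium flux B-score, printed positive for inhibition, exceeds three library SD while starting fluorescence stays within three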;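 note: channel opened by potassium depolarization with thallium stimulus after 20 min compound exposure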
TMEM16A act: mouse TMEM16A channel activation, primary screen; HEK293 TMEM16A/YFP-H148Q/I152L, iodide quench fluorescence; hits give low values; B-score at 10 µM; actives 0.3% (n = 340,000); AID 623877; Q8BHY3;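 active = fluorescence-ratio B-score plate-corrected deviation score at least 3 library SD below zero, with starting fluorescence score within 5 deviations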;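 note: channel opened by trigger with iodide after compound preincubation; score built on the fluorescence ratio of max minus min over baseline; more negative score means more quench and so TMEM16A activation or potentiation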
ANO1 block: mouse TMEM16A channel inhibition, primary screen; normalized B-score (activity score, 25-100; higher = stronger inhibition) at 10 µM; HEK293 TMEM16A/YFP iodide influx fluorescence, ionomycin; AID 588511; Q8BHY3; actives 1.2% (n = 310,000);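 active = ratio plate-corrected score three or more library SD toward inhibition, starting fluorescence score within five deviations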;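 note: score derived from kinetic fluorescence span divided by baseline fluorescence per well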
SKKanGAS inh: SKKanGAS growth inhibition; S. pyogenes SKKanGAS, kanamycin growth, BacTiter-Glo, 6 h; inhibition, % at 7.5 µM; actives 1.3% (n = 300,000); AID 1662;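 active = mean replicate score, as percent of positive control median, at least 50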;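 note: strain carries kanamycin resistance gene driven by streptokinase promoter and grows in 40 µg/ml kanamycin; loss of luminescence reflects streptokinase promoter inhibition or plain growth inhibition; 0% = median of DMSO wells and 100% = positive control at its reference dose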
KCNK9 inh: blocks the human KCNK9 two-pore domain potassium channel. Q9NPC2. HEK293 KCNK9, FluxOR thallium flux fluorescence; hits give low values. B-score at 10 µM. actives 1.2% (n = 310,000). AID 488922;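 active = ratio B-score over 3 SD below the library mean, with starting fluorescence within 5 SD of its mean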;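 note: negative B-score means less thallium flux so channel inhibition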
HDAC3 inh: inhibitors of human histone deacetylase 3; recombinant HDAC3, fluorogenic peptide/trypsin coupled, fluorescence; inhibition, % at 8.3 µM; actives 0.15% (n = 320,000); in the data active = inhibition above about 26%, passing the limit was not always enough
Target sequence (O15379 whole entry, looked up): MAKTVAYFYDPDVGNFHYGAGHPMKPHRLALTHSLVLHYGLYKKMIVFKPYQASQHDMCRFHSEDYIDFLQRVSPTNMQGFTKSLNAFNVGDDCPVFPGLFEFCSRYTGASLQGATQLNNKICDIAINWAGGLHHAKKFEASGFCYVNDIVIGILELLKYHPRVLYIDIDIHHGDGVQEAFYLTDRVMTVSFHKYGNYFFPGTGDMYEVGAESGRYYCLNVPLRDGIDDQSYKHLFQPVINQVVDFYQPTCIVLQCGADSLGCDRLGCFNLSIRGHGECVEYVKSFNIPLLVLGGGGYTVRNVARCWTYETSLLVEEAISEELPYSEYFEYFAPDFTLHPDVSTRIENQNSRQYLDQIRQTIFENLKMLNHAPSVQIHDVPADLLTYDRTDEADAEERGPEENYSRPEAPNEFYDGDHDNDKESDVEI
hERG rescue: compounds protecting human hERG from proarrhythmic drug block; CHO-hERG, FluxOR thallium flux, dofetilide IC70 present; actives 0.51% (n = 310,000); activation (rescue from dofetilide block), less the hit threshold, % at 10 µM; AID 1511;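 active = activation above the mean of controls blocked by dofetilide plus 5 SD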;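 note: thallium influx through hERG after potassium depolarization seen as dye fluorescence rise; in these data hits start at about 4.7%; inactives centre near -7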
RGS4 act: RGS4 potentiation or activation | HEK293 M3R/inducible RGS4, carbachol calcium flux Fluo4; hits give low values | B-score at 10 µM | actives 0.92% (n = 310,000) | AID 463111;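 active = B-score of the integrated calcium signal more than 4 SD below the library mean, with starting fluorescence not abnormally high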;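 note: negative B-score means reduced calcium response which marks RGS4 activation or potentiation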
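Material: Inducible-RGS4 HEK293 cells carrying M3 receptor; also added: carbachol at ECmax as muscarinic agonist stimulus; incubation: compound preincubation 20 min at room temperature before agonist; signal: Fluo4-AM (2 µM) calcium-flux fluorescence, kinetic read; measure: integrated calcium ratio converted to B score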
KCNK3 inh: human KCNK3 channel inhibition, primary screen; B-score at 10 µM; AID 602410; O14649; actives 0.84% (n = 340,000); CHO-KCNK3 thallium flux, FluxOR fluorescence; hits give low values;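 active = B-score under library mean minus 4 SD, starting fluorescence ratio at most library mean plus 5 SD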;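 note: more negative B-score means stronger inhibition of thallium flux through KCNK3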
Target sequence (O14649 whole entry, looked up): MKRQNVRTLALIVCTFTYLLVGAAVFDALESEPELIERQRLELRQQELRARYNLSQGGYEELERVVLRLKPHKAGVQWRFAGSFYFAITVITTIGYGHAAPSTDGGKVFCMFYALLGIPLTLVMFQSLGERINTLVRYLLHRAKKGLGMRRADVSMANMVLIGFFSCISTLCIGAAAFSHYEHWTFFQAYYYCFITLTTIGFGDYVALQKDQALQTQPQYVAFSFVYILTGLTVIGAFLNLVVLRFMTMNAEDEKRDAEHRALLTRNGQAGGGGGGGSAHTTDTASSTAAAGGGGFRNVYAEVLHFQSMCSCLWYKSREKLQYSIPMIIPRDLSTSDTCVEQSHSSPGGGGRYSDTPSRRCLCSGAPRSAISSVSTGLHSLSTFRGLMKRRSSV
Active calls of the source: *. Some of the compounds tested; count on the stated rates, not on these rows.

For CC(C)(C)C(=O)Nc1ccc(S(=O)(=O)N2CC3CC(C2)c2cccc(=O)n2C3)cc1 (configuration not stated) the results were RGS4 inh inactive, KCNQ1 act inactive, KCNQ1 inh inactive, TMEM16A act inactive, ANO1 block inactive, SKKanGAS inh -1, KCNK9 inh inactive, HDAC3 inh 1, hERG rescue -3, RGS4 act inactive and KCNK3 inh inactive.
Screening Cc1nn(C2CCOC(C)(C)C2)c2c1C(c1ccc3c(c1)OCO3)SCC(=O)N2 (configuration not stated) returned RGS4 inh inactive, KCNQ1 act inactive, KCNQ1 inh inactive, TMEM16A act inactive, ANO1 block inactive, SKKanGAS inh 0, KCNK9 inh inactive, HDAC3 inh 0, hERG rescue -6, RGS4 act inactive and KCNK3 inh inactive.
Screening O=C(CCc1nc(-c2ccccc2F)no1)N1CCC2(CC1)OCCO2 returned RGS4 inh inactive, KCNQ1 act inactive, KCNQ1 inh inactive, TMEM16A act inactive, ANO1 block inactive, SKKanGAS inh -4, KCNK9 inh inactive, HDAC3 inh 1, hERG rescue -5, RGS4 act inactive and KCNK3 inh inactive.
`O=C1NC(=O)N(c2ccc(Br)cc2)C(=O)/C1=C/c1ccsc1` gave RGS4 inh inactive, KCNQ1 act inactive, KCNQ1 inh inactive, TMEM16A act inactive, ANO1 block inactive, SKKanGAS inh 4, KCNK9 inh inactive, HDAC3 inh -10, hERG rescue -4, RGS4 act inactive and KCNK3 inh inactive.
COc1ccc(C(=O)C2CN(C)CC2c2ccc(Cl)cc2)cc1 (configuration not stated) was read as RGS4 inh inactive, KCNQ1 act inactive, KCNQ1 inh inactive, TMEM16A act inactive, ANO1 block inactive, SKKanGAS inh -16, KCNK9 inh inactive, HDAC3 inh 5, hERG rescue -20, RGS4 act -7.2* and KCNK3 inh inactive.
Screening COc1ccc(-n2c(O)c(/C=C/C=Nc3ccccc3)c(=O)[nH]c2=O)cc1 returned RGS4 inh inactive, KCNQ1 act inactive, KCNQ1 inh inactive, TMEM16A act inactive, ANO1 block inactive, SKKanGAS inh -2, KCNK9 inh inactive, HDAC3 inh 2, hERG rescue -21, RGS4 act inactive and KCNK3 inh inactive.
`Cc1ccccc1CN1CCN(C(=O)Cc2ccccc2)CC1` gave RGS4 inh inactive, KCNQ1 act inactive, KCNQ1 inh inactive, TMEM16A act inactive, ANO1 block inactive, SKKanGAS inh 1, KCNK9 inh inactive, HDAC3 inh -1, hERG rescue -11, RGS4 act inactive and KCNK3 inh inactive.
Screening CCOC(=O)CSCCOc1ccc(C=C2C(=O)NC(=O)NC2=O)cc1OC returned RGS4 inh inactive, KCNQ1 act inactive, KCNQ1 inh inactive, TMEM16A act inactive, ANO1 block inactive, SKKanGAS inh 2, KCNK9 inh inactive, HDAC3 inh 2, hERG rescue -6, RGS4 act inactive and KCNK3 inh inactive.
Screening CC(=NCCN1CCCCC1)c1c(O)n(-c2ccccc2)c(=O)[nH]c1=O returned RGS4 inh inactive, KCNQ1 act inactive, KCNQ1 inh inactive, TMEM16A act inactive, ANO1 block inactive, SKKanGAS inh 1, KCNK9 inh inactive, HDAC3 inh -4, hERG rescue -10, RGS4 act inactive and KCNK3 inh inactive.
C[n+]1ccc(-c2ccccc2)c2ccccc21 was read as RGS4 inh inactive, KCNQ1 act inactive, KCNQ1 inh inactive, TMEM16A act inactive, ANO1 block inactive, SKKanGAS inh 0, KCNK9 inh inactive, HDAC3 inh -22, hERG rescue -9, RGS4 act inactive and KCNK3 inh inactive.
For CCCCC1(CN2CCCC2=O)C(=O)NC(=O)NC1=O the results were RGS4 inh inactive, KCNQ1 act inactive, KCNQ1 inh inactive, TMEM16A act inactive, ANO1 block inactive, SKKanGAS inh 10, KCNK9 inh inactive, HDAC3 inh 0, hERG rescue -1, RGS4 act inactive and KCNK3 inh inactive.
Cc1ccnc(-n2c(-c3ccccc3)nc3ccccc3c2=O)c1 was read as RGS4 inh inactive, KCNQ1 act inactive, KCNQ1 inh inactive, TMEM16A act inactive, ANO1 block inactive, SKKanGAS inh -6, KCNK9 inh inactive, HDAC3 inh -2, hERG rescue -9, RGS4 act inactive and KCNK3 inh inactive.
COc1ccc(C(=O)c2nc3ccccc3n2C(C)C)cc1 was read as RGS4 inh inactive, KCNQ1 act inactive, KCNQ1 inh inactive, TMEM16A act inactive, ANO1 block inactive, SKKanGAS inh -2, KCNK9 inh inactive, hERG rescue -11, RGS4 act inactive and KCNK3 inh inactive.
Screening COP(=O)(/C=C(\Cl)c1ccccc1)/C=C(\Cl)c1ccccc1 returned RGS4 inh inactive, KCNQ1 act inactive, KCNQ1 inh inactive, TMEM16A act inactive, ANO1 block inactive, SKKanGAS inh 14, KCNK9 inh inactive, HDAC3 inh 6, hERG rescue -12, RGS4 act inactive and KCNK3 inh inactive.
Screening COc1ccc(C(=O)C2CCCN(C3CSCCSC3)C2)c(OC)c1 (configuration not stated) returned RGS4 inh inactive, KCNQ1 act inactive, KCNQ1 inh inactive, TMEM16A act inactive, ANO1 block inactive, SKKanGAS inh 1, KCNK9 inh inactive, HDAC3 inh -6, hERG rescue -8, RGS4 act -7.7* and KCNK3 inh inactive.
`O=P1(Oc2ccccc2)OCCCS1` (configuration not stated) gave RGS4 inh inactive, KCNQ1 act inactive, KCNQ1 inh inactive, TMEM16A act inactive, ANO1 block inactive, SKKanGAS inh 9, KCNK9 inh inactive, HDAC3 inh -7, hERG rescue -9, RGS4 act inactive and KCNK3 inh inactive.
`CCN(CC)CCCC(C)N=C(c1ccccc1)c1c(O)n(C)c(=O)n(C)c1=O` (configuration not stated) gave RGS4 inh inactive, KCNQ1 act inactive, KCNQ1 inh inactive, TMEM16A act inactive, ANO1 block inactive, SKKanGAS inh 1, KCNK9 inh inactive, HDAC3 inh -6, hERG rescue 1, RGS4 act inactive and KCNK3 inh inactive.
CN(C)c1ccc(CN2CC=C(c3ccc(F)cc3)CC2)cc1 was read as RGS4 inh inactive, KCNQ1 act inactive, KCNQ1 inh inactive, TMEM16A act inactive, ANO1 block inactive, SKKanGAS inh -1, KCNK9 inh inactive, HDAC3 inh -2, hERG rescue -17, RGS4 act inactive and KCNK3 inh inactive.
COc1ccc2c(c1)NP(=S)(Oc1ccccc1)N2 (configuration not stated) was read as RGS4 inh inactive, KCNQ1 act inactive, KCNQ1 inh inactive, TMEM16A act inactive, ANO1 block inactive, SKKanGAS inh 0, KCNK9 inh inactive, HDAC3 inh 5, hERG rescue -7, RGS4 act inactive and KCNK3 inh inactive.
Screening Clc1cccc(CNCCc2ccc3c(c2)OCO3)c1 returned RGS4 inh inactive, KCNQ1 act inactive, KCNQ1 inh inactive, TMEM16A act inactive, ANO1 block inactive, SKKanGAS inh 0, KCNK9 inh inactive, HDAC3 inh 14, hERG rescue -8, RGS4 act inactive and KCNK3 inh inactive.
O=C(O)CC1OCC=C2CN3CCC45c6ccccc6NC4C1C2CC35 (configuration not stated) was read as RGS4 inh inactive, KCNQ1 act inactive, KCNQ1 inh inactive, TMEM16A act inactive, ANO1 block inactive, SKKanGAS inh 10, KCNK9 inh inactive, HDAC3 inh -4, hERG rescue -6, RGS4 act inactive and KCNK3 inh inactive.
For CC1(C)CC2(CCO1)NCCN1C(=O)CSC12 (configuration not stated) the results were RGS4 inh inactive, KCNQ1 act inactive, KCNQ1 inh inactive, ANO1 block inactive, SKKanGAS inh 0, KCNK9 inh inactive, HDAC3 inh -1, hERG rescue -3, RGS4 act inactive and KCNK3 inh inactive.
COc1ccccc1CN1CCCCC1c1cccnc1 (configuration not stated) was read as RGS4 inh inactive, KCNQ1 act inactive, KCNQ1 inh inactive, TMEM16A act inactive, ANO1 block inactive, SKKanGAS inh 6, KCNK9 inh inactive, HDAC3 inh -3, hERG rescue -6, RGS4 act inactive and KCNK3 inh inactive.
CN1C[C@@H]2C[C@@H](c3cccn3-c3ccccn3)N3CCC[C@@]23C1=O was read as RGS4 inh inactive, KCNQ1 act inactive, KCNQ1 inh inactive, TMEM16A act inactive, ANO1 block inactive, SKKanGAS inh -2, KCNK9 inh inactive, HDAC3 inh 0, hERG rescue -8, RGS4 act inactive and KCNK3 inh inactive.
For CCCCn1c(O)c(/C(C)=N/NC(=O)Nc2ccccc2)c(=O)[nH]c1=O the results were RGS4 inh inactive, KCNQ1 act inactive, KCNQ1 inh inactive, TMEM16A act inactive, ANO1 block inactive, SKKanGAS inh 5, KCNK9 inh inactive, HDAC3 inh -2, hERG rescue -1, RGS4 act inactive and KCNK3 inh inactive.
COc1ccccc1-n1c(O)c(C=NCc2ccc3c(c2)OCO3)c(=O)[nH]c1=O was read as RGS4 inh inactive, KCNQ1 act inactive, KCNQ1 inh inactive, TMEM16A act inactive, ANO1 block inactive, SKKanGAS inh 3, KCNK9 inh inactive, HDAC3 inh 13, hERG rescue -7, RGS4 act inactive and KCNK3 inh inactive.
Screening Cc1ccc(C)c(C2(O)CC(C)N(C)CC2C)c1 (configuration not stated) returned RGS4 inh inactive, KCNQ1 act inactive, KCNQ1 inh inactive, TMEM16A act inactive, ANO1 block inactive, SKKanGAS inh -2, KCNK9 inh inactive, HDAC3 inh 7, hERG rescue -5, RGS4 act inactive and KCNK3 inh inactive.
CC(C)N1CCN(Cc2c[nH]c3ccccc23)CC1CCO (configuration not stated) was read as RGS4 inh inactive, KCNQ1 act inactive, KCNQ1 inh inactive, TMEM16A act inactive, ANO1 block inactive, SKKanGAS inh 1, KCNK9 inh inactive, HDAC3 inh 0, hERG rescue 3, RGS4 act inactive and KCNK3 inh inactive.
S=C1Nc2ccccc2Sc2ccccc21 was read as RGS4 inh inactive, KCNQ1 act inactive, KCNQ1 inh inactive, TMEM16A act inactive, ANO1 block inactive, SKKanGAS inh 23, KCNK9 inh inactive, HDAC3 inh 9, hERG rescue 0, RGS4 act inactive and KCNK3 inh inactive.
